# OX1R antag: OX1R (human) antagonism | OX1R-expressing cells, FRET antagonist read-out | inhibition, % at 6.6 µM | actives 1.8% (n = 330,000) | O43613; in the data active = inhibition mostly above about 38%, no sharp cut-off; inactive = mostly below about 40%;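 also: 0% = agonist challenge alone and 100% = reference antagonist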
# Target sequence (O43613 whole entry, looked up): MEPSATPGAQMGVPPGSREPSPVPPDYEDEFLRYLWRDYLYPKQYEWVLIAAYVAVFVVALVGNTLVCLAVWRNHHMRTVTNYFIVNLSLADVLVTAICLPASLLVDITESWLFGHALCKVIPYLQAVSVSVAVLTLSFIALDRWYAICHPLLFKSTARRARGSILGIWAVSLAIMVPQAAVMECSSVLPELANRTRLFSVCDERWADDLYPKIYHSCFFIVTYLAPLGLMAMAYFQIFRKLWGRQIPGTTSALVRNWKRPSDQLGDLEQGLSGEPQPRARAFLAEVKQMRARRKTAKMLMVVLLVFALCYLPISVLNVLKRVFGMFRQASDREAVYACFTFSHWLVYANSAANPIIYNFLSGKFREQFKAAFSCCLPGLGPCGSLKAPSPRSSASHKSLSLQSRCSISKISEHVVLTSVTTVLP
# KCNQ2 block: KCNQ2 channel blockers in CHO-K1 cells – cell-based, FluxOR thallium flux, B-score, primary screen (AID 2156) | 20 min; hits give low values | B-score at 10 µM | actives 1.1% (n = 310,000) | O88943;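 active = fluorescence ratio B-score at most minus 3 library SDs, with starting brightness B-score within 2 library SDs, cut at about -5.5 in these data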
# STK33 kinase inh: human STK33 kinase inhibition. Q9BYT3. purified STK33, MBP phosphorylation, ADP-Glo luminescence. inhibition, % at 10 µM. actives 0.073% (n = 320,000);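 active = inhibition at or above 25%, using the most active replicate where run in duplicate; inactive = inhibition below 25%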
# Target sequence (Q9BYT3 whole entry, looked up): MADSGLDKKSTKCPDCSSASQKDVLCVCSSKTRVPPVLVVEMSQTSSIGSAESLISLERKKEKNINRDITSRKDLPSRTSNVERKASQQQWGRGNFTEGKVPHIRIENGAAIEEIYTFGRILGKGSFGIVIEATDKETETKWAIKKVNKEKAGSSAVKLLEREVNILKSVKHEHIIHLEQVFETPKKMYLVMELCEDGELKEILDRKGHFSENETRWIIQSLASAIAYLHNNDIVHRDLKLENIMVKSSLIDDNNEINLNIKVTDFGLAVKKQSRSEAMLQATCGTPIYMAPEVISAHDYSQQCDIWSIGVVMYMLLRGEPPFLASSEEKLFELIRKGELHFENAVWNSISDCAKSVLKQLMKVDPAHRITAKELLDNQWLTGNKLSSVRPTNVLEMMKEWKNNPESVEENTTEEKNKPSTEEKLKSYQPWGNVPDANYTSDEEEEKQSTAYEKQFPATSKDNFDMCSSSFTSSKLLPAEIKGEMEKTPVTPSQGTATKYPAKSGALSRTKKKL
# Starred values were filed as active, the others as inactive; i = inactive; . = no result given.
OX1R antag,KCNQ2 block,STK33 kinase inh,SMILES
5,i,-0.9,CCOC(=O)C(=O)N/N=C/c1ccc(F)cc1
16,i,0.0,COC(=O)Nc1nc(-c2ccccc2)c(C(=O)c2ccccc2)s1
5,i,-0.9,COc1cccc(/C=C2\Oc3cc(OCC(=O)N4CCCCC4)ccc3C2=O)c1OC
10,i,0.7,Cc1nn(-c2ccccc2)c(NC(=O)c2cccs2)c(-c2ccccc2)c1=O
.,i,0.3,CCn1c(=O)c2c(nc3n2CCCN3CCc2ccc(OC)c(OC)c2)n(C)c1=O
12,i,4.1,Cc1cccc2cc(/C=N/NC(=O)CN3CCOCC3)c(Cl)nc12
11,i,-0.4,Cn1cc(Br)c(C(=O)n2cc(Br)cn2)n1
30,i,-0.2,COc1ccc(OC)c(NC(=O)CNC(=O)c2ccc([N+](=O)[O-])cc2)c1
10,i,-0.6,O=C(COC(=O)C12CC3CC(CC(C3)C1)C2)NCCc1ccccc1
30,i,0.5,N#CC(c1ccncc1)(c1ncc(C(F)(F)F)cc1Cl)N1CCOCC1 (stereo not given)
24,i,-1.3,CCOc1ccc(Cn2c(=O)sc3ccccc32)cc1OC
26,i,-0.8,COc1cc(OC)cc(C(=O)NNC(=S)Nc2ccc(S(N)(=O)=O)cc2)c1
12,i,-1.0,O=C(CCc1nnc2ccc(N3CCC4(CC3)OCCO4)nn12)Nc1cc(F)ccc1F
8,i,-0.3,CCN(CC)C(=O)CSc1nnc(COc2cccc(C)c2)n1C
16,i,-0.7,O=C(N/N=C/c1ccco1)c1cccc(N2Cc3ccccc3C2)c1
8,.,-0.1,C[C@H](CO)N1C[C@H](C)[C@@H](CN(C)Cc2ccc(-c3ccccc3)cc2)Oc2c(NC(=O)c3ccncc3)cccc2C1=O
0,i,-17,CCOc1ccc(C(=O)NCC(=O)NCC2CCCCC2)cc1OCC
17,i,-1.4,CC(=O)c1c(O)c2ccccc2n(C(C)C)c1=O
20,i,0.6,O=C(NCCNC(=O)c1ccc(-c2ccc(Cl)c(Cl)c2)o1)c1cnccn1
8,.,-2.9,COc1ccc([C@H]2CC(=O)C=C(c3cccc4c3Oc3ccccc3S4)C2)cc1
14,i,-1.1,CCCCc1cc(=O)oc2cc(OS(C)(=O)=O)ccc12
3,i,-1.6,O=C(CCCN1C(=O)c2cccnc2C1=O)Nc1ccc(F)cc1Cl
6,i,0.1,CCOc1ccccc1N(CC(=O)Nc1cccnc1)S(C)(=O)=O
10,i,.,O=C(Cc1ccccc1F)Nc1ccccc1-c1ccccc1
-1,i,-0.8,COc1ccc(N2CCN(C(=O)CCC(=O)N3CCOc4ccc(C)cc43)CC2)cc1
13,i,0.2,COc1ccccc1NC(=O)c1ccc2nc(C)c(C)nc2c1
0,i,-0.7,CC1CCN(c2c(NCC3CCC(C(=O)NCc4ccccc4Cl)CC3)c(=O)c2=O)CC1 (stereo not given)
11,i,-0.6,COc1cc(NC(=O)c2ccc(Cl)cc2Cl)ccc1NC(=O)c1cccs1
21,i,-1.5,Cc1ccc(C(=O)NCC(=O)OCC(=O)Nc2cc(S(=O)(=O)N3CCOCC3)ccc2C)cc1
23,i,-1.4,COc1ccc(CN(C)CC(=O)Nc2ccc(SC(F)F)cc2)cc1OC
22,i,0.6,CCOc1ccccc1-n1c(C)nc2cc(C(=O)O)ccc21
7,.,0.1,Cc1ccc(S(=O)(=O)N(C)C)cc1NC(=O)C(C)OC(=O)c1ccc2ccccc2n1 (stereo not given)
1,i,-0.8,CCc1nnc(NC(=O)CSc2ncnc3c2oc2ccccc23)s1
1,i,-0.9,CCOC(=O)CNC(=O)c1cc(-c2ccccn2)nc2c(C)c(Cl)ccc12
20,i,3.0,CN(C)/C=C(\C=O)c1ccc(Cl)cc1Cl
6,i,-2.2,N#Cc1c(-c2ccc3c(c2)OCO3)ccn2nc(-c3cccc(C(F)(F)F)c3)nc12

# Some of these compounds in order of number of heavy atoms, smallest number first.
OX1R antag,KCNQ2 block,STK33 kinase inh,SMILES
20,i,3.0,CN(C)/C=C(\C=O)c1ccc(Cl)cc1Cl
17,i,-1.4,CC(=O)c1c(O)c2ccccc2n(C(C)C)c1=O
14,i,-1.1,CCCCc1cc(=O)oc2cc(OS(C)(=O)=O)ccc12
22,i,0.6,CCOc1ccccc1-n1c(C)nc2cc(C(=O)O)ccc21
10,i,.,O=C(Cc1ccccc1F)Nc1ccccc1-c1ccccc1
6,i,0.1,CCOc1ccccc1N(CC(=O)Nc1cccnc1)S(C)(=O)=O
1,i,-0.8,CCc1nnc(NC(=O)CSc2ncnc3c2oc2ccccc23)s1
1,i,-0.9,CCOC(=O)CNC(=O)c1cc(-c2ccccn2)nc2c(C)c(Cl)ccc12
8,.,-2.9,COc1ccc([C@H]2CC(=O)C=C(c3cccc4c3Oc3ccccc3S4)C2)cc1
6,i,-2.2,N#Cc1c(-c2ccc3c(c2)OCO3)ccn2nc(-c3cccc(C(F)(F)F)c3)nc12
-1,i,-0.8,COc1ccc(N2CCN(C(=O)CCC(=O)N3CCOc4ccc(C)cc43)CC2)cc1
0,i,-0.7,CC1CCN(c2c(NCC3CCC(C(=O)NCc4ccccc4Cl)CC3)c(=O)c2=O)CC1 (stereo not given)
21,i,-1.5,Cc1ccc(C(=O)NCC(=O)OCC(=O)Nc2cc(S(=O)(=O)N3CCOCC3)ccc2C)cc1

# The list continues.
OX1R antag,KCNQ2 block,STK33 kinase inh,SMILES
2,i,-2.2,Cc1nn(-c2ccccc2)nc1C(N)=O
36,i,1.8,O=C(COC(=O)Cn1cnc2ccccc21)Nc1cccc2c1C(=O)c1ccccc1C2=O
19,i,-0.9,O=c1ccc2ccc(Oc3ccc([N+](=O)[O-])cc3Cl)cc2o1
9,i,3.0,NC(=S)N/N=C1\CCOc2ccc(F)cc21
8,i,0.4,Cc1ccc(S(=O)(=O)NCCCNC(=O)N2CCOCC2)cc1
13,i,0.7,CCn1c(SCc2cccc(C)c2)nnc1-c1ccccc1
16,i,1.0,Cn1cnc(Sc2ncnc3nc[nH]c23)c1[N+](=O)[O-]
17,i,2.5,CCOc1ncccc1C(=O)OCC(=O)c1cc(C)n(Cc2ccco2)c1C
55,i,.,COc1ccccc1/C=C/C=N/NC(=O)c1ccccn1
3,i,8.3,CCOc1ncccc1C(=O)Nc1ccc(S(=O)(=O)Nc2nccs2)cc1
10,i,1.1,Cc1ccnc(NC(=O)C2CCC(CNc3c(N4CCCC4)c(=O)c3=O)CC2)c1 (stereo not given)
-3,i,-1.2,O=C(COCC(=O)NCc1ccccc1)NCc1ccccc1
-1,i,-0.5,COc1ccc(CNC(=O)c2ccc(NC(=O)CC3SC(N4CCCCC4)=NC3=O)cc2)cc1 (stereo not given)
17,i,-0.4,CN1CCN(S(=O)(=O)c2cccc(C(=O)Nc3cccc(S(N)(=O)=O)c3)c2)CC1
11,i,-1.8,COc1cc(S(=O)(=O)NC(C)C)ccc1Cl
-6,i,-2.3,NNS(=O)(=O)c1ccc2c(c1)Cc1cc(S(=O)(=O)NN)ccc1-2
8,i,-0.5,Cc1cc(C(=O)NNC(=O)c2ccc(C)s2)c(C)o1
-2,i,0.4,CCCC(=O)Nc1c2c(nn1-c1ccccc1)CSC2
21,i,-0.6,CCN(CC)C(=O)COc1ccc(S(=O)(=O)N2CCCC2)cc1
6,.,2.2,O=C(c1ccco1)N1CCN(C(=O)c2ccc(-c3ccccc3Cl)o2)CC1
3,.,0.0,Cc1cccc(OC(C)C(=O)Nc2cc(Cl)ccc2-n2cncn2)c1 (stereo not given)
8,i,-0.1,CCCCOC(=O)C[N+](C)(C)CCOC1CC2CCC1(C)C2(C)C (stereo not given)
15,i,-1.5,CCN(CC)S(=O)(=O)c1cccc(C(=O)N/N=C/c2cccc(O)c2O)c1
4,i,-0.5,CCN(CC)C(=O)C1CCCN(C(=O)Nc2ccc(NC(=O)N3CCCC(C(=O)N(CC)CC)C3)cc2)C1 (stereo not given)
16,i,0.0,CCOc1ccc2nc(NC(=O)CSc3nc4cccnc4n3C)sc2c1
-6,i,-2.0,COc1cc(SC)ccc1C(=O)Nc1nc(C)cc(C)n1
0,i,-0.2,O=C(CN1C(=O)NC2(CCOc3ccccc32)C1=O)c1ccc(Br)cc1 (stereo not given)
12,i,3.0,O=C(O)Cn1cc(/C=N/NC(=O)c2cc3cc(Br)ccc3o2)c2ccccc21
-3,i,0.1,CCCCN(c1ccccc1)c1ncnc2nc[nH]c12
13,i,0.2,CC(=O)Nc1ccc(S(=O)(=O)N2CCc3ccccc3C2CC(=O)O)cc1 (stereo not given)
23,i,-0.3,O=C(CNC(=O)c1ccc(Br)cc1)c1ccc(Br)cc1
47,i,-0.4,CC(C(=O)Nc1ccccc1)N(c1cccc(Cl)c1)S(C)(=O)=O (stereo not given)
-1,.,-0.6,O=C1CN(C(=O)COC(=O)Cc2ccccc2F)c2ccccc2N1
7,.,-0.1,O=C(CSc1ncccn1)Nc1ccc2c(c1)OCO2
9,i,1.7,CC1(C)CC(=O)c2cnc(NC(=O)C3CCCC3)nc2C1
-7,i,0.4,CCOc1cc2c(cc1OCC)C(c1ccc(C(=O)O)cc1)NCC2 (stereo not given)
11,i,-1.2,Cc1csc(CCc2nc(C)cs2)n1
24,i,0.6,O=C(Nc1ccc(NC(=S)NC(=O)c2cccs2)cc1)c1ccccc1
43,i,1.2,O=C1NCC(O)=C1C=Nc1ccccc1O
29,i,-1.4,COc1ccc(C2=NS(=O)(=O)N(C)C(C(=O)NCc3ccccn3)=C2)cc1OC
30,i,-0.5,Cc1ccc(-c2nn3c(=O)c(C)nnc3s2)cc1
15,i,-0.4,Cc1cccc(OCCNc2cc(N3CCOCC3)ccc2[N+](=O)[O-])c1
13,i,-2.2,Cn1c(SCC(=O)Nc2cccc(F)c2)nnc1-c1cccnc1
15,i,-0.1,Cc1ccc(S(=O)(=O)NCC(=O)N(CC(=O)NCC2CCCO2)c2ccc(Cl)cc2)cc1 (stereo not given)
10,i,1.3,COCCNC(=O)CCn1c(=O)oc2ccccc21
0,.,-1.1,Cc1cc(C(=O)CCC(=O)Nc2ccc(S(N)(=O)=O)cc2)c(C)s1
16,i,3.3,O=C(c1ccc(Br)o1)N1CCc2ccccc21
15,i,-1.2,CCCOc1ccc(CCC(=O)N/N=C/c2ccncc2)cc1
7,i,-0.7,CC(C)N(C(C)C)S(=O)(=O)c1ccc(Cl)nc1
9,i,1.6,O=C(CN1CCN(Cc2ccccc2Cl)CC1)N/N=C/C=C\c1ccccc1[N+](=O)[O-]
13,i,0.2,CSc1ccc(C(=O)C2CCCN(C(=O)CCCn3cncn3)C2)cc1 (stereo not given)
14,i,-1.0,O=C(c1ccc2c(=O)n(-c3ccccc3)c(=O)[nH]c2c1)N1CCCCC1
3,i,-2.9,O=C(Nc1nc(=O)n(C(=O)C2CC2)s1)c1ccccc1
10,i,-0.6,COc1ccc(S(=O)(=O)NCC(=O)N(CC(=O)NCC2CCCO2)c2cc(C)ccc2C)cc1 (stereo not given)
20,i,-3.1,O=C(O)c1ccc(Cl)c(S(=O)(=O)N(Cc2ccccc2)c2ccccc2Cl)c1
7,i,-0.2,Oc1ccccc1C=NCCCCCCN=Cc1ccccc1O
1,i,0.6,S=c1[nH]nc(-c2ccccn2)n1/N=C/c1cccc(Cl)c1
17,i,1.1,COc1ccccc1N1CCN(CC(=O)Nc2sccc2C#N)CC1
10,i,-2.5,Cc1c(Br)c(C(F)(F)F)nn1CC(=O)NCCCn1ccnc1
4,-8*,0.2,Cc1ccc(C(C[N+](=O)[O-])c2c(N)n(C)c(=O)n(C)c2=O)cc1 (stereo not given)

# Further results follow:
OX1R antag,KCNQ2 block,STK33 kinase inh,SMILES
6,i,-0.3,CC(=O)Nc1ccc(NC(=O)c2ccco2)cc1
6,i,0.8,CN(CC(=O)NCc1ccco1)S(=O)(=O)c1ccc2c(c1)c(=O)n(C)c(=O)n2C
7,i,-1.1,COc1ccc(N2CC(C)Cn3c2nc2c3c(=O)n(Cc3ccc(F)cc3)c(=O)n2C)c(OC)c1 (stereo not given)
17,i,-0.9,COc1ccccc1/C=C(/C(=O)OCC(=O)Nc1cc(C)ccc1C)c1ccccc1
8,i,-0.9,O=C1CCC/C(=N\NC(=O)c2ccc(CSc3cccc4cccnc34)cc2)C1
17,i,-0.6,C=CCc1ccccc1OCCOc1ccc([N+](=O)[O-])cc1/C=N/NC(N)=O
6,i,-0.5,COc1cccc(CNCCSc2nnnn2C)c1
10,i,-0.1,Cc1ccc(C(=O)NCCc2ccccc2)cc1
5,i,-0.5,CC(=O)Nc1ccc(S(=O)(=O)N2CCN(c3cccc(C)c3C)CC2)cc1
4,i,0.7,CC(=O)Nc1ccc(C(=O)CSc2nccc(=O)[nH]2)cc1
13,i,-0.3,CN(Cc1ccc(F)cc1)C(=O)C(c1ccccc1)c1ccccc1
21,i,-1.8,N#C/C(=C\c1ccc(-c2ccccc2)cc1)c1nc(-c2ccco2)cs1
2,i,-0.1,Cc1cc(C(=O)OCC(=O)N2CCN(c3ccccc3)CC2)c2ccccc2n1
23,i,0.8,COc1cc2c(c(OC)c1OC)-c1c(cc3c(c1OC)OCO3)C1OC2[C@@H](C)[C@H]1C (stereo not given in full)
44,i,-0.2,Cc1ccc(C2/C(=C(/O)c3ccc(Br)cc3)C(=O)C(=O)N2Cc2ccco2)o1 (stereo not given)
58,i,0.0,COc1ccc(N(CCC#N)S(=O)(=O)c2cccc3nsnc23)cc1
21,i,-1.1,CC1=Nc2cc(C(=O)NCCCOC(C)C)ccc2Sc2ccccc21
8,i,-1.7,COc1ccccc1-c1nc2cc3ccccc3cc2nc1-c1ccccc1OC

# Bioassay records (PubChem BioAssay)
